GRK2 aptamer HTS = inhibitors of human GRK2 displacing RNA aptamer; AID 488847; inhibition of aptamer binding, % at 10 µM; bead flow cytometry, FAM-aptamer displacement from GRK2; hit rate 0.59% among 330,000;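 active = inhibition of aptamer binding above 40%, roughly 3 SD of noise, on plates passing a quality check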;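 also: median bead fluorescence of bound FAM aptamer so fluorescent compounds give negative values; no value below 0 was filed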
proCasp3 act = procaspase-3 (human) activation; recombinant procaspase-3 D3A, Ac-DEVD-pNA absorbance 405 nm; activation, % at 8.5 µM; P42574; hit rate 0.11% among 330,000; AID 463141;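 active = activation above the mean of all tested compounds plus 3 SD, cut at about 21% in these data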;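 also: 0% = DMSO alone and 100% = DMSO wells spiked with extra 5 µM PC-3 D3A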
Target sequence (P42574 whole entry D9A/D28A/D175A): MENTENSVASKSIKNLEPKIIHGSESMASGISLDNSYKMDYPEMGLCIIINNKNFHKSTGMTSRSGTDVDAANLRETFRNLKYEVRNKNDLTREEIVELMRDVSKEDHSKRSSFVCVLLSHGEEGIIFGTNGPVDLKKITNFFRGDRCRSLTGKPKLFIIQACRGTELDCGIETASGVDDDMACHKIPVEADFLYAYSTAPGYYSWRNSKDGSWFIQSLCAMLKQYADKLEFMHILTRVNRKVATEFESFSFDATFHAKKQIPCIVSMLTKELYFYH
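System: Procaspase-3 D3A mutant. Medium: Zinc-free 300 mM NaCl, 50 mM HEPES, 0.01% Triton X-100. Schedule: 1 h preincubation plus 2 h reaction at 25 °C. Measured by: 405 nm absorbance of p-nitroaniline, reads at 0 and 120 min. Read-out: percent activation relative to control range.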
HCV core dimer = HCV core protein dimerization inhibition; TR-FRET GST/Flag-core106 dimerization, 1536-well; inhibition, % at 5 µM; hit rate 0.33% among 300,000; AID 1899;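 active = inhibition above the mean of all tested compounds plus 3 SD, set per screening campaign, cut at about 45% in these data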
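Test system: GST/Flag-tagged HCV core106 proteins; Medium: KF-containing HEPES buffer, pH 7.45, DTT, CHAPS, BSA; Times: compound-protein-antibody incubation 4 h at 22.5 °C; Detection: TR-FRET 671 and 617 nm emission; Benchmarks: wells lacking GST-core106 and wells with excess unlabelled core106.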
VLA-4 inh = inhibition in a human VLA-4 binding assay. VLA-4 expressing cells, ligand binding flow cytometry. inhibition, % (about 7 µM as worked out from the volumes in the protocol). hit rate 0.2% among 330,000. AID 2557; in the data active = inhibition above about 50%
JMJD2C inh = human JMJD2C demethylase inhibition. Q9H3R0. GST-JMJD2C(1-420) H3K9me3 demethylation, DELFIA europium. inhibition, % at 2.35 µM. hit rate 0.069% among 330,000. AID 2099;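 active = more than half of a compound's replicate wells show inhibition beyond 50%, single wells judged on their own value; inconclusive = some, but no more than half, of replicates pass 50% inhibition; inactive = no replicate passes 50% inhibition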;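 also: signal counts dimethyl H3K9 product captured on neutravidin plate; 0% = median of DMSO wells and 100% = 0.3 times that DMSO median; strong numbers were not always called active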
procasp7 counter = counter-screen: procaspase-7 (human) activation | P55210 | recombinant procaspase-7, Ac-DEVD-pNA absorbance 405 nm; D23A/D198A/D206A triple mutant, cannot self-cleave; scale: DMSO 0, 5 µM enzyme 100 | activation, % at 8.5 µM | hit rate 0.093% among 330,000;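 active = percent activation above the screen-wide mean plus 3 SD, cut at about 25% in these data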
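Material: Procaspase-7 triple mutant (PC-7 D3A) | Quantity: 2 µM procaspase-7 mutant as dispensed | Reagent: DEVD-pNA substrate | Times: 1 h preincubation, 2 h reaction | Technique: 405 nm absorbance of p-nitroaniline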
Fh CTSL1 inh = cathepsin L1 inhibition, PFM18AAP counter-screen. recombinant F. hepatica cathepsin L1, Z-Leu-Arg-MCA fluorescence. hit rate 0.49% among 300,000. AID 1906. inhibition, % at 5.96 µM;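 active = inhibition above the mean of all tested compounds plus 3 SD, set per screening campaign, cut at about 17% in these data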;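 also: 0% = plate median of test compound wells and 100% = 1 µM Z-Phe-Ala-diazomethylketone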
PP5 inh = PP5 (human) phosphatase inhibition | P53041 | purified PP5c, OMFP substrate fluorescence | inhibition, % at 6.7 µM | hit rate 0.18% among 320,000 | AID 1987;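 active = inhibition above the campaign's mean inhibition across all tested compounds plus 3 SD, cut at about 9.5% in these data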;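 also: 0% = DMSO only and 100% = 100 µM cantharidin control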
Target sequence (P53041 whole entry, looked up): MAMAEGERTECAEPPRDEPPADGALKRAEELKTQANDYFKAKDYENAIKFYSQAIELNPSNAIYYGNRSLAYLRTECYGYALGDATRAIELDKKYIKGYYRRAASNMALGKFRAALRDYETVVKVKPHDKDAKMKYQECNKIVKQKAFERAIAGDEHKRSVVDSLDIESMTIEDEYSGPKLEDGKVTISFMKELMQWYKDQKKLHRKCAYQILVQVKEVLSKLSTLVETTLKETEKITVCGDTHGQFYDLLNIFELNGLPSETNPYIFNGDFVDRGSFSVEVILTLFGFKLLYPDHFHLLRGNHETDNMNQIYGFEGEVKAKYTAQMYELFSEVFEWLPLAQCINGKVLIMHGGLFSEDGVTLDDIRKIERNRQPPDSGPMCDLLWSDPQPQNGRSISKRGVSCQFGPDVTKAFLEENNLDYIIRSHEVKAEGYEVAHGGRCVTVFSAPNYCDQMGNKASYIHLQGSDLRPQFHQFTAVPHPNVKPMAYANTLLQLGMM
PP1 inh = counter-screen for PP5 inhibitors: inhibitors of human PP1-alpha | P62136 | purified PP1alpha, OMFP fluorescence | inhibition, % at 6.7 µM | hit rate 0.9% among 320,000 | AID 2235;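 active = inhibition above the mean inhibition of all tested compounds plus 3 SD, computed separately for each screening campaign, cut at about 15% in these data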
Target sequence (P62136 whole entry, looked up): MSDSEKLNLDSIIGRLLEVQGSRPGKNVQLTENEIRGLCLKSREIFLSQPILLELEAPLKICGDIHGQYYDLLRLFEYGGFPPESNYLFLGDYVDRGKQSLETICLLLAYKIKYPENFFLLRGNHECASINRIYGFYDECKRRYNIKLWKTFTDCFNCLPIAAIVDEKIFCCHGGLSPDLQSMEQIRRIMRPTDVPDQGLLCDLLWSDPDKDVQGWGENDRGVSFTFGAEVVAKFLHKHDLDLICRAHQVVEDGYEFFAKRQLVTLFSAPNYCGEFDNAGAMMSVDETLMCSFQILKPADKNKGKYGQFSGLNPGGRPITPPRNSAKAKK
The depositor's hits bear a star; ? = inconclusive; nt = no result given.

SMILES	GRK2 aptamer HTS	proCasp3 act	HCV core dimer	VLA-4 inh	JMJD2C inh	procasp7 counter	Fh CTSL1 inh	PP5 inh	PP1 inh
Cc1ccc(NS(=O)(=O)c2ccc(C)c(NC(=S)NCCN3CCOCC3)c2)c(C)c1	2	6	nt	24	9	0	nt	nt	nt
COC(=O)[C@@H](C)NC(=O)c1ccc2oc(CCc3ccccc3)nc2c1	4	11	10	7	-20	3	-4	0.8	-3
COc1ccc(C2(C)NC(=O)N(CC(=O)NCC(=O)Nc3ccc(F)c(F)c3F)C2=O)cc1OC (configuration not stated)	0	-1	nt	14	13	-5	nt	nt	nt
CC(NC(=O)C[n+]1cccc(Br)c1)c1ccccc1 (configuration not stated)	0	5	1	3	-6	1	-2	-0.3	-1
CCOc1cccc(=O)c2c(C)n(-c3ccc(C(=O)O)cc3)c(C)c12	23	5	-4	-3	18	1	2	-1.9	2
Cc1ncc(CN2CCC(CO)(CCOc3ccccc3)CC2)s1	2	-6	0	-1	9	1	-5	-2.0	-13
CN=C1c2c(-c3ccccc3)c3cc(OC)ccc3n2CCN1C	0	-3	-12	2	-1	-12	0	0.3	0
N#Cc1c(N2C(=O)c3ccc(C(=O)O)cc3C2=O)sc2c1CCCC2	2	-2	2	6	6	8	-2	-1.4	-7
COc1ccc(NS(=O)(=O)c2cccc(C(=O)NNC(=O)c3ccccc3OC)c2)cc1	5	7	0	5	3	1	0	1.3	-5
O=C(CCC(=O)Nc1ccccc1)N/N=C/c1ccccc1F	1	-11	3	-16	-6	-5	3	1.8	-4
CC1(C)CC(=O)C=C(Nc2ccc(Cl)c(Br)c2)C1	3	-1	-13	-9	-2	-3	9	1.4	3
Cn1c(SCC(=O)N/N=C/c2ccc([N+](=O)[O-])s2)nnc1-c1ccc(Cl)cc1	0	-10	4	-31	10	-7	6	0.0	0
Cc1cc(C)n(-c2nc3ccccc3nc2N2CCN(S(=O)(=O)c3ccc4ccccc4c3)CC2)n1	10	2	1	10	-12	8	-2	3.9	3
CCc1ccc2[nH]c3nc(SCCN4CCOCC4)nnc3c2c1	2	-3	-1	-7	-3	3	-7	1.8	3
C[C@H](CO)N1C[C@H](C)[C@@H](CN(C)C(=O)Nc2ccccc2)Oc2ccc(NC(=O)C3CC3)cc2C1=O	0	4	nt	2	-46	7	nt	nt	nt
O=C(COC(=O)c1ccncc1)Nc1ccc2c(c1)OCO2	16	4	nt	5	-2	12	nt	nt	nt
CC(C(=O)NN=C(c1ccccc1)c1ccccc1)N1CCOCC1 (configuration not stated)	3	2	2	1	-1	1	1	1.2	-4
COc1ccc(-c2cc(C(=O)Nc3ccc(C)c(N)c3)c3ccccc3n2)cc1	2	-2	2	-7	-6	-43	1	5.0	2
Cc1ccc(C(=O)N2CCN3C(=O)c4ccccc4C23c2ccc(Cl)cc2)cc1 (configuration not stated)	1	9	20	3	4	10	1	2.2	2
Cc1cccc(-n2c(O)c(C=Nc3ccccc3)c3ccccc3c2=O)n1	0	-8	0	14	10	-4	-1	3.7	-1
O=S(=O)(Nc1ccc(C(F)(F)F)cc1)c1cnc[nH]1	1	-6	-16	-2	-7	0	2	1.6	-3
CCOc1ccc(/C(O)=C2/C(=O)C(=O)N(CC3CCCO3)C2c2ccc(C)o2)cc1 (configuration not stated)	3	-40	0	8	5	-67	0	-1.9	-1
O=C(CN1CCN(S(=O)(=O)c2ccc(Br)cc2)CC1)N/N=C/c1ccccc1C(=O)O	1	-6	6	20	3	5	-1	-0.2	0
Cc1cc(C(=O)N2CCCC(CCC(=O)N3CCN(c4ccccn4)CC3)C2)c(C)o1 (configuration not stated)	0	-4	-7	2	8	5	-1	4.2	-1
CC(=O)N1CCc2cc(S(=O)(=O)CCC(=O)NCc3ccc(Cl)cc3)ccc21	1	4	0	5	-8	6	-4	2.8	-3
BrC(=C\c1ccccc1)/C=N/Nc1nc2ccccc2[nH]1	2	-5	-7	6	-4	-9	-2	-1.9	-1
Cn1c(N2CCN(C(=O)NC34CC5CC(CC(C5)C3)C4)CC2)nc2ccccc21	0	-3	5	-7	-6	4	2	0.8	-2
CCCCCOC(=O)C1=C(C)Nc2nnnn2C1c1ccccc1Cl (configuration not stated)	0	-1	15	10	-4	10	2	7.4	9
Cn1nc(C(=O)Nc2ccc3c(c2)OCCO3)c2ccccc2c1=O	0	-6	nt	-6	-1	4	nt	-1.2	-3
O=C(CNS(=O)(=O)c1ccc2c(c1)OCCCO2)N1CCN(c2ccc(F)cc2)CC1	0	-5	nt	2	-8	-6	nt	1.3	-3
COc1ccc(S(=O)(=O)NCCc2ccccc2)cc1	1	-1	-11	-25	2	9	0	2.9	-2
CSc1cccc(NC(=O)c2nnn(CC(=O)Nc3cc(C)cc(C)c3)c2N)c1	0	10	23	1	31	-3	-2	-1.0	16*
O=C(CSc1nnc(-c2ccc(O)cc2)o1)Nc1ccc2c(c1)OCCO2	2	5	2	-12	3	9	2	-0.1	-3
CCC1CCCCN1C(=O)COc1ccc(N(C)S(=O)(=O)c2ccc(C)cc2)cc1 (configuration not stated)	0	1	9	-23	12	7	1	2.5	0
O=C(Oc1cc(=O)oc2ccccc12)c1ccco1	0	-5	2	0	1	-7	3	1.0	-1
N#Cc1nc(Cc2cccc3ccccc23)oc1NCc1ccc(F)cc1	2	3	5	-5	1	-1	5	4.6	6
O=[N+]([O-])c1cccc(/C=N/n2cnnc2)c1O	0	-6	-6	-10	3	1	7	3.1	-1
COc1cccc(OCc2cc(C(=O)N(C)Cc3nccn3C)no2)c1	4	2	2	14	3	2	0	0.2	-3
Nc1ccc2nc3c(=O)n(CCc4ccccc4)c(=O)[nH]c3nc2c1	3	6	-3	1	-1	-2	0	-3.3	-5
NC(=O)CC[C@@H]1NC(=O)[C@H](CO)NC(=O)c2cc([N+](=O)[O-])cc(I)c2NCCCC[C@@H](C(N)=O)NC(=O)[C@H](Cc2ccc(O)cc2)NC1=O	nt	-3	-7	nt	1	-1	1	-0.8	-4

Complete entries, looked up by structure.
Shown for BrC(=C\c1ccccc1)/C=N/Nc1nc2ccccc2[nH]1 : GRK2 aptamer HTS = 2; proCasp3 act = -5; HCV core dimer = -7; VLA-4 inh = 6; JMJD2C inh = -4; procasp7 counter = -9; Fh CTSL1 inh = -2; PP5 inh = -1.9; PP1 inh = -1
Shown for O=S(=O)(Nc1ccc(C(F)(F)F)cc1)c1cnc[nH]1 : GRK2 aptamer HTS = 1; proCasp3 act = -6; HCV core dimer = -16; VLA-4 inh = -2; JMJD2C inh = -7; procasp7 counter = 0; Fh CTSL1 inh = 2; PP5 inh = 1.6; PP1 inh = -3
Shown for O=C(CSc1nnc(-c2ccc(O)cc2)o1)Nc1ccc2c(c1)OCCO2 : GRK2 aptamer HTS = 2; proCasp3 act = 5; HCV core dimer = 2; VLA-4 inh = -12; JMJD2C inh = 3; procasp7 counter = 9; Fh CTSL1 inh = 2; PP5 inh = -0.1; PP1 inh = -3

(more compounds)
SMILES	GRK2 aptamer HTS	proCasp3 act	HCV core dimer	VLA-4 inh	JMJD2C inh	procasp7 counter	Fh CTSL1 inh	PP5 inh	PP1 inh
S=C(Nc1ccc(Cl)cc1Cl)Nc1ccccc1Oc1ccccc1	0	-13	10	22	-8	-8	2	1.0	2
CC(=O)NC1CC2CCCC(C1)N2C(=O)Nc1ccccc1 (configuration not stated)	2	0	-1	2	-9	-1	-2	2.3	-2
O=C(Cc1c(F)cccc1Cl)N1CCN(S(=O)(=O)c2cccc(F)c2)CC1	0	2	2	-3	17	-2	-3	0.1	-4
Cc1ccc(S(=O)(=O)CCC(=O)OCC(=O)NNC(=O)c2ccc([N+](=O)[O-])cc2)cc1	0	0	nt	23	0	-10	nt	-0.3	-3
Cc1c(C(C)(C)C)sc(=NC(=O)c2ccccc2O)n1C	1	2	1	0	1	-3	11	1.4	0
O=C(Nc1cccc(C(F)(F)F)c1)N1CCN(C(=O)Nc2cccc(C(F)(F)F)c2)CC1	4	-7	1	4	4	6	1	3.3	-3
CCc1ccc(C2NC(=S)NC3=C2C(=O)CC(C)(C)C3)cc1 (configuration not stated)	0	1	-6	5	18	-6	4	0.4	-3
COc1ccc(OC)c(/C=N/NC(=O)CC(=O)NCc2ccccc2)c1	1	-7	-4	10	?	1	0	-1.5	-1
NC(=O)C(c1ccc(Cl)cc1Cl)c1ncc(C(F)(F)F)cc1Cl (configuration not stated)	3	9	-14	7	-17	-9	2	-1.4	-4
O=C(c1ccco1)N1CCN(C(c2ccccc2)c2nnnn2C2CCCC2)CC1 (configuration not stated)	4	3	-4	3	12	16	-1	1.1	1
COc1ccc(CCN(C(=O)C(F)(F)F)C(C(=O)NC2CCCC2)c2cccs2)cc1 (configuration not stated)	3	-1	7	-11	nt	2	10	4.1	1
Cc1nnc(NC(=O)C(C)Sc2nnc(CNC(=O)c3ccccc3F)n2C)s1 (configuration not stated)	0	-1	4	5	?	1	5	-0.5	-4
NC(=O)c1ccc(NC(=O)CN2C(=O)NC(c3ccccc3)(c3ccccc3)C2=O)cc1	3	-1	9	5	-8	3	-3	3.0	-3
Cc1nc2c(nnn2Cc2ccccc2)c(=O)[nH]1	0	2	0	1	19	-5	3	0.7	-3
O=C(c1ccc2c(=O)n(C3CCCC3)c(=S)[nH]c2c1)N1CCN(C2CCCCC2)CC1	0	-3	0	-8	-3	8	1	-0.2	-3
COc1ccccc1[N+](=O)[O-]	0	15	nt	20	3	8	nt	2.3	7
CSCc1ccc(C(=O)Nc2ccc(C(N)=O)cc2)cc1	8	2	-5	0	-2	4	-6	-1.2	0
COC(=O)CCC(=O)Nc1cccc(Br)c1	0	9	-6	6	4	0	-3	0.7	0
Cc1cc(C)c2[nH]c(C(=O)Nc3ccc4c(c3)OCO4)cc2c1	1	-8	18	1	35	1	4	1.9	1
N#Cc1nc(-c2cccc(Cl)c2)oc1N1CCC(C(N)=O)CC1	0	5	-7	4	-10	-1	4	0.4	2
COc1cc(OC)cc(C(=O)NC(=S)NCCc2ccccc2)c1	8	-2	0	3	2	-10	-3	2.9	1
CC(=O)NC1C(OCCOc2ccc(Cl)cc2Cl)OC(COC(C)=O)C(OC(C)=O)C1OC(C)=O (configuration not stated)	1	-1	7	-16	6	-3	-4	1.2	2
Cc1ccc(NC(=O)CN(C)C(=O)COC(=O)C2=COCCO2)cc1	0	-6	1	9	3	8	3	-0.5	-3
CC(C)CCNC(=O)c1ccc(NC(=O)C2=CSCCO2)cc1	2	3	7	8	-18	4	1	1.3	-1
COC(=O)c1ccc(C(=O)OC)c(NC(=S)N2CCC(C(N)=O)CC2)c1	2	1	-4	-3	15	-5	-2	-3.5	-3
Cn1c(-c2ccccc2)c(/C=N/NC(=O)c2ccc(O)cc2)c2ccccc21	0	7	-4	5	5	5	8	3.6	-3
COc1cc(SC)ccc1C(=O)N1CCN(c2ccccc2F)CC1	6	12	-2	1	7	1	5	-2.4	-2
Cc1nc(SCC(=O)NC2CCCC2)[nH]c(=O)c1Cc1ccccc1	0	-7	3	-14	3	-2	8	-0.4	0
O=C(NCCN1CCOCC1)c1ccc2ccccc2n1	3	-2	-2	12	3	8	-1	0.6	-5
